From PubChem BioAssay
MgcRacGAP inhibition: MgcRacGAP GTPase-activating activity inhibitors, confirmation, biochemical, ADP Hunter fluorescence. one-dose inhibition, % at 30 µM; IC50 in µM for titrated hits. 340,000 tested, 0.6% active. MgcRacGAP-stimulated Rac1 GTP hydrolysis, ADP Hunter fluorescence; higher % means a stronger effect; GST-tagged Rac1 F28L mutant substrate. AID 624330;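 active = first-screen hits whose inhibition reached a set limit at any dose in the follow-up dose series; inconclusive = inhibition above the set first-screen limit but never retested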;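 note: fluorescence reports GDP produced by GAP-driven GTP hydrolysis; strong numbers were not always called active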
PhoP inhibition: PhoP-dependent GFP reporter repression – Salmonella Typhimurium, primary screen (AID 1863); S. Typhimurium PhoP-regulated promoter GFP reporter, 4 h; higher % means a stronger effect; inhibition, % at 50 µM; hits with a dose series show IC50 in µM; 300,000 tested, 0.16% active;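 active = inhibition over 29.93%, a cutoff 3 SD above the screen mean, later confirmed by dose response; inconclusive = inhibition over 29.93% but no dose response follow-up; inactive = inhibition at most 29.93% or unconfirmed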;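 note: 0% = low Mg2+ inducing control and 100% = high Mg2+ repressing control; strong numbers were not always called active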
RSV antiviral HEp-2: RSV antiviral activity via CPE protection, HEp-2 cells, primary 10 µM value included (AID 2391); HEp-2 cells, RSV-induced CPE inhibition; higher % means a stronger effect; CPE inhibition, % at 10 µM, or IC50 in µM where a hit was titrated; 310,000 tested, 0.13% active; in the data active = a potency from the dose series; inconclusive = CPE inhibition mostly from about 23% at the one dose, without a potency; inactive = the rest, 99 in 100 with CPE inhibition below about 21%; note: strong numbers were not always called active
bCat nuc transl: beta-catenin nuclear translocation modulation | HeLa beta-catenin nuclear translocation, immunofluorescence imaging | nuclear translocation activity, % at 5 µM | 190,000 tested, 0.3% active | AID 1665;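 active = nuclear translocation activity above 50% at 5 µM, with a well cell count of 50 or more; inconclusive = wells under 50 cells across six images, flagged as toxic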;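 note: per-cell ratio of nuclear to cytoplasmic median beta-catenin stain intensity; plate controls were DMSO negative control for no effect and GSK-3 inhibitor IX positive control for full effect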
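System: Human HeLa cells, endogenous beta-catenin | Compound dosing: 5 µM primary, 0.02–20 µM confirmation | Timing: 24 h compound exposure at 37°C, 5% CO2 | Measured by: Fluorescence imaging of beta-catenin antibody stain plus DAPI | Read-out basis: % activation of per-cell nuclear versus cytoplasmic median beta-catenin signal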
SV40 large T antigen: TAg ATPase/helicase activity blockers – biochemical (AID 1903) | SV40 large T antigen ATPase/helicase inhibition assay; higher % means a stronger effect | inhibition, % at 20 µM; hits with a dose series show IC50 in µM | 310,000 tested, 0.39% active; in the data active = a potency from the dose series; inconclusive = inhibition mostly from about 32% at the one dose, without a potency; inactive = the rest, 99 in 100 with inhibition below about 32%; note: strong numbers were not always called active
T cell HTS: modulates CD8 T cell binding to vesicles | AID 2052 | 330,000 tested, 0.068% active | calls only at 7 µM | 2C CD8+ T cell-vesicle binding, flow cytometry; active compounds read low;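 active = response, share of CD8 T cells binding vesicles, and their 90th percentile fluorescence all below set limits, cut at about 80% in these data, passing the limit was not always enough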
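Assay system – 2C mouse CD8+ T cells · Also added – QL9-loaded Drosophila micro-vesicles · Timing – Cell–vesicle co-incubation 1.5 h at 37 °C, staining 20 min on ice · Signal – flow cytometry of vesicle-bound cells · Measure – percent CD8+ FL2 mean versus row control · Controls – Peptide-free naked vesicles (low) and QL9 vesicles with 0.7% DMSO vehicle (high)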
WT yeast gro inh: growth inhibition of WT yeast, mitochondrial fusion screen | mitochondrial fusion phenotypic screen, WT strain | inhibition, % at 10 µM | 190,000 tested, 2.1% active | AID 1362; in the data active = inhibition above about 58%; tested in S. cerevisiae
Myeloid diff 2: promotes myeloid progenitor differentiation | AID 624256 | calls only at 10 µM | ER-HoxA9 myeloid progenitors, lysozyme-GFP differentiation, flow cytometry | 360,000 tested, 1% active;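 active = normalized GFP-positive differentiation at or above the plate's own cutoff, the solvent-only control mean plus 3 SD; inconclusive = no clear call, values can overlap the other calls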;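 note: cells exposed to compound for four days before flow analysis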
West Nile antiviral: inhibition of WNV-induced cytopathic effect – cell-based, CPE readout (AID 1621); West Nile virus-infected cells, CPE inhibition; higher % means a stronger effect; CPE inhibition, % at 10 µM; hits with a dose series show IC50 in µM; 290,000 tested, 0.02% active; in the data active = a potency from the dose series; inconclusive = CPE inhibition mostly from about 3.7% at the one dose, without a potency; inactive = the rest, 99 in 100 with CPE inhibition below about 2.2%; note: strong numbers were not always called active
WT yeast gro inh mutant strain: also measured in WT yeast gro inh; calls as there; inhibition, %; mitochondrial fusion phenotypic screen, mutant strain inhibition
bCat nuc transl cell count 5 µM: further read-out of bCat nuc transl, marked with its call; cell count; measured here: cell count, cytotoxicity flag
T cell HTS vesicle-bound %: also measured in T cell HTS; calls as there; double positive events, %; measured here: CD8+ vesicle-bound cell fraction;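 binding gate set so that unloaded-vesicle control wells show 10% double positive cells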
Myeloid diff 2 GFP+ MAC1+ %: second read-out of Myeloid diff 2, no call of its own (marks repeat the call); GFP+ MAC1+ double positive, %; measured here: differentiation confirmed by MAC1 staining
Active calls of the source: *; i = inactive; ? = inconclusive; . = not tested or not shown.

No. | smiles | T cell HTS | WT yeast gro inh | bCat nuc transl cell count 5 µM | MgcRacGAP inhibition | SV40 large T antigen | Myeloid diff 2 | bCat nuc transl | T cell HTS vesicle-bound % | West Nile antiviral | Myeloid diff 2 GFP+ MAC1+ % | PhoP inhibition | WT yeast gro inh mutant strain | RSV antiviral HEp-2
1 | CN(C)S(=O)(=O)c1ccc(N2CCCC2)c(C(=O)NCC2CCCCC2)c1 | i | 2 | 1088 | 4% | -2% | i | -1.8 | 48 | -1.1% | 0.1 | -3% | 6 | -1.6%
2 | Cc1cc(Nc2ccc(F)cc2Cl)n2ncnc2n1 | i | 4 | 1147 | 7% | 9% | i | -0.2 | 34 | -0.2% | 2.1 | -4% | 1 | -0.5%
3 | c1ccc(-c2nnc3n2CCCC3)cc1 | i | 30 | 1296 | 7% | 2% | i | 1.4 | 31 | 0.3% | 0.7 | 0% | -4 | 1.9%
4 | COc1ccc(NS(=O)(=O)c2ccc(NC(=O)c3ccc(N(C)S(C)(=O)=O)cc3)cc2)c(OC)c1 | i | -6 | 565 | 2% | 6% | i | -4.2 | 24 | 0.1% | 0.1 | -10% | -7 | 0.6%
5 | CC1CCCN(C(=O)Cn2nnc(-c3ccc(F)cc3)n2)C1 (centres undefined) | i | . | . | 3% | 1% | i | . | 27 | -0.4% | 0.1 | 3% | . | 1.1%
6 | COc1ccc(CCNc2ccc(N3C(=O)CC(C)C3=O)cc2[N+](=O)[O-])cc1OC (centres undefined) | i | -9 | 1120 | 3% | 16% | i | 1.3 | 41 | -0.5% | 0.5 | -4% | 10 | -0.6%
7 | O=C(NCc1nc2ccccc2[nH]1)C1=C[C@H](c2ccccc2)C[C@H](OCc2ccc(CO)cc2)O1 | i | 13 | 1227 | 4% | 3% | i | -1.4 | 22 | 0.1% | 3.1 | -2% | 9 | 16%
8 | CCOc1cc(/C=N/N=C(N)N)ccc1OCc1ccc(Cl)cc1 | i | 52 | . | 9% | 8% | ? | ? | 44 | -2.2% | . | 46µM* | 7 | -2.5%
9 | CC(C)c1nnc(NC(=O)CCC(=O)Nc2ccc(Cl)cc2)s1 | i | . | . | 2% | 1% | i | . | 10 | -0.2% | 3.8 | 1% | . | 0.6%
10 | CCOC(=O)C1(CC2CCCCO2)CCN(C(=O)Nc2ccc(C)c(C)c2)CC1 (centres undefined) | i | 13 | 1202 | 9% | 7% | i | -2.9 | 42 | -0.7% | 0.5 | -10% | 7 | -0.1%
11 | CCOc1ccccc1-n1c(=S)sc2c(=O)n(-c3ccc(F)cc3)c(SCC(=O)O)nc21 | i | . | . | 4% | 2% | i | . | 26 | -0.1% | 0.6 | 13% | . | -0.1%
12 | Cn1cnc2c1c(=O)n(Cc1ccc(F)cc1Cl)c(=O)n2C | i | 14 | . | 5% | 1% | i | . | 15 | -0.1% | 0.6 | 16% | 19 | 2.1%
13 | O=c1c(-c2ccccc2)c(O)cc(-c2ccncc2)n1-c1ccc(Cl)cc1 | i | -4 | 1067 | 6% | 7% | i | -3.5 | 42 | -0.2% | 0.0 | -5% | -8 | 3.7%
14 | NNc1nc2cccnc2n(CCNc2ncc(C(F)(F)F)cc2Cl)c1=O | i | -7 | 1098 | 9% | 6% | i | 1.9 | 41 | -0.8% | 0.5 | 4% | -1 | -1.1%
15 | CC(=O)c1cc(-c2ccccc2)n(CCC(=O)NC2CCCC2)c1C | i | 0 | 1152 | 5% | 3% | i | -2.5 | 57 | . | 0.2 | 6% | -8 | 1.3%
16 | CCc1noc(C)c1C(=O)N1CCN(S(=O)(=O)c2cccc(C(F)(F)F)c2)CC1 | i | . | . | 10% | . | i | . | 41 | . | 0.6 | . | . | 0.0%
17 | Cc1nnc(NC(=O)CCC(=O)NC2CCCCCCC2)s1 | i | . | . | 3% | -3% | i | . | 38 | 0.3% | 1.1 | 7% | . | 1.6%
18 | OC[C@H]1O[C@@H](Oc2ccc3cc(Br)ccc3c2)[C@H](O)[C@@H](O)[C@H]1O | i | . | . | 4% | . | i | . | 32 | . | 0.5 | . | . | 3.4%
19 | COc1ccccc1Oc1cc(-n2nc(C)cc2C)ncn1 | i | 15 | 542 | 6% | -5% | i | 5.6 | 16 | -0.7% | 2.3 | 9% | 11 | 0.8%
20 | Cc1cc(C)cc(NC(=O)C2CCC(CNC(=O)[C@@H]3Cc4ccccc4CN3)CC2)c1 (some centres undefined) | i | . | . | . | 6% | ? | . | 20 | -0.1% | . | -1% | . | 1.3%
21 | COc1ccc(C(=O)NCCNC(=O)c2ccccn2)cc1 | i | . | . | 0% | 4% | i | . | 26 | -0.4% | 1.1 | 11% | . | -0.1%
22 | Cc1ccc(CCNS(=O)(=O)c2ccc3c(c2)C(C)(C)C(=O)N3C)cc1 | i | . | . | -7% | -1% | i | . | 13 | -0.1% | 2.5 | . | . | 0.3%
23 | CC(=O)NCCOc1nc(N2CCCCC2)nc(N2CCCCC2)n1 | i | -14 | 1056 | 12% | . | i | 0.0 | 32 | -0.9% | 1.9 | . | -1 | 2.0%
24 | CSCC[C@H](NC(=O)[C@H](Cc1ccccc1)n1c(=O)[nH]c2ccccc2c1=O)C(=O)NCC1CCC(C(=O)O)CC1 (some centres undefined) | i | . | . | -3% | . | i | . | 48 | 0.0% | 2.4 | . | . | 0.6%
25 | COCCn1c(SCC(=O)Nc2cc(C)on2)nnc1-c1c[nH]c2ccccc12 | i | -13 | . | 7% | 8% | i | . | 30 | 0.1% | 2.1 | 11% | -15 | 2.7%

In the list so far, 2 have two or more sulfur atoms:
No. | smiles | T cell HTS | WT yeast gro inh | bCat nuc transl cell count 5 µM | MgcRacGAP inhibition | SV40 large T antigen | Myeloid diff 2 | bCat nuc transl | T cell HTS vesicle-bound % | West Nile antiviral | Myeloid diff 2 GFP+ MAC1+ % | PhoP inhibition | WT yeast gro inh mutant strain | RSV antiviral HEp-2
4 | COc1ccc(NS(=O)(=O)c2ccc(NC(=O)c3ccc(N(C)S(C)(=O)=O)cc3)cc2)c(OC)c1 | i | -6 | 565 | 2% | 6% | i | -4.2 | 24 | 0.1% | 0.1 | -10% | -7 | 0.6%
11 | CCOc1ccccc1-n1c(=S)sc2c(=O)n(-c3ccc(F)cc3)c(SCC(=O)O)nc21 | i | . | . | 4% | 2% | i | . | 26 | -0.1% | 0.6 | 13% | . | -0.1%

Continuation.
No. | smiles | T cell HTS | WT yeast gro inh | bCat nuc transl cell count 5 µM | MgcRacGAP inhibition | SV40 large T antigen | Myeloid diff 2 | bCat nuc transl | T cell HTS vesicle-bound % | West Nile antiviral | Myeloid diff 2 GFP+ MAC1+ % | PhoP inhibition | WT yeast gro inh mutant strain | RSV antiviral HEp-2
26 | CCOCC(O)CS(=O)(=O)c1ccccn1 (centres undefined) | i | -3 | 1162 | 7% | 0% | i | -3.4 | 59 | 0.3% | 0.7 | 4% | 3 | 1.5%
27 | CCN(CC)S(=O)(=O)c1ccc(-c2nnc(SCC(=O)Nc3nc(C)cs3)o2)cc1 | i | -2 | 1172 | 7% | 7% | i | -1.4 | 38 | ? | 7.3 | 7% | -10 | 1.2%
28 | c1ccc(CN2CCN(C(c3ccccc3)c3ccccc3)CC2)cc1 | i | . | . | 17% | 5% | i | . | 53 | -0.9% | 0.3 | 4% | . | -0.8%
29 | CCOc1ccccc1-n1c(=S)sc2c(=O)n(-c3ccccc3)c(=S)[nH]c21 | i | -4 | 1124 | 9% | 6% | i | -0.8 | 10 | ? | 0.4 | 7% | -2 | 1.7%
30 | C/C(=N\Nc1cc(C)nc(-c2ccccc2)n1)c1cccc([N+](=O)[O-])c1 | i | 23 | 1016 | 4% | . | i | -0.5 | 17 | -1.0% | 0.0 | . | 24 | 13%
31 | COCCn1c(SCC(=O)NC2CCCCC2)nc2c(c1=O)SCC2 | i | . | . | 7% | -4% | i | . | 56 | 0.3% | 2.3 | 6% | . | 1.1%
32 | CC1CCCC(C)N1NC(=S)Nc1ccc(OC(F)F)cc1 (centres undefined) | i | 12 | 866 | 9% | -1% | i | 1.8 | 26 | -1.8% | 0.3 | 17% | 13 | 1.8%
33 | CC1CCCC(C)N1C(=C(Cl)Cl)C(=C1SCCS1)[N+](=O)[O-] (centres undefined) | i | 39 | 1063 | 8% | -11% | i | -0.4 | 66 | -1.2% | 0.4 | -1% | 3 | ?
34 | Cc1ccc(S(=O)(=O)n2nc(-c3ccco3)nc2SCc2ccccc2)cc1 | i | 1 | 984 | 6% | 10% | i | 0.3 | 29 | . | 0.6 | -1% | 19 | 3.0%
35 | Cc1ccccc1NC(=O)c1cccc(S(C)(=O)=O)c1 | i | -8 | 1154 | 4% | 7% | i | -3.2 | 66 | 0.9% | 0.1 | 7% | -7 | 1.6%
36 | Cc1ccccc1Cn1nc(C)c(NC(=O)c2cc3nc(-c4ccco4)cc(C(F)(F)F)n3n2)c1C | . | 11 | 1087 | 10% | 8% | i | -3.3 | . | 1.0% | 0.7 | 0% | -10 | .
37 | OC1CCCN(Cc2cn(Cc3ccccc3)nc2-c2cc3ccccc3o2)C1 (centres undefined) | . | 0 | 1564 | 4% | -5% | i | 0.0 | . | -0.8% | 0.0 | 2% | -17 | -1.8%
38 | CCN(CC)C(=O)Cn1cc(C(=O)C(=O)NCCc2ccccc2)c2ccccc21 | i | . | . | 0% | 4% | i | . | 30 | 0.6% | 3.0 | -4% | . | 0.3%
39 | O=c1[nH]c(=O)n(Cc2ccco2)c2c1C(C(F)(F)F)(C(F)(F)F)N=C(CCc1ccccc1)N2 | i | 13 | . | 4% | 8% | i | . | 13 | 1.0% | 5.8 | 7% | 12 | 8.2%
40 | CC(C)(C)c1nc2ccc([N+](=O)[O-])cc2[nH]1 | i | -19 | 1080 | -6% | 3% | i | -1.7 | 19 | 0.1% | 1.1 | 7% | -3 | 3.3%
41 | COc1ccc(-c2nc3ccc([N+](=O)[O-])cc3o2)cc1 | i | 13 | 957 | 6% | 6% | i | 0.2 | 60 | 0.3% | 0.5 | 8% | 22 | 1.5%
42 | O=C(Nc1c(C(=O)N2CCCC2)cnn1-c1ccccc1)c1cccc(F)c1 | i | 12 | 771 | 11% | 1% | i | 21 | 42 | -0.4% | 0.1 | 5% | 4 | 4.4%
